Assay outcomes (PubChem BioAssay)
D3 antag: blocks the human D3 dopamine receptor; P35462; D3R cells, DiscoveRx beta-arrestin luminescence, antagonist mode; hits give low values; max response, negative = inhibition, %; 360,000 compounds, 2.5% hits; AID 652054; in the data active means max response below about -50%; inconclusive means no clear call, values can overlap the other calls; further: on the % scale 0 is the no-effect control and ±100 the full control effect; mostly tested at two doses, the higher about 12 µM
Target sequence (P35462 whole entry, looked up): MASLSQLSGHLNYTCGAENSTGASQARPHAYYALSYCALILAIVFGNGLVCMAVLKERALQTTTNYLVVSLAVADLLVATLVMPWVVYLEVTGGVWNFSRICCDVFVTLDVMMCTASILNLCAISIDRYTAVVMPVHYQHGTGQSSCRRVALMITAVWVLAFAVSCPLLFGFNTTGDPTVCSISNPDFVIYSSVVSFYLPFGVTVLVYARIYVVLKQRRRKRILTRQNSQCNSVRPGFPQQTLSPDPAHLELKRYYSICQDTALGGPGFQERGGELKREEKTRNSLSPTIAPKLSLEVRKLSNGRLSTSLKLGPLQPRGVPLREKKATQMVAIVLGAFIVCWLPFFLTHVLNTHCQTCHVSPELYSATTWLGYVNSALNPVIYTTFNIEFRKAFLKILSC
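Cells expressing the human receptor were seeded at 1500 cells/well, incubated overnight at 37 degrees C in 5% CO2, then exposed to library compounds with dopamine controls for 90 minutes at 37 degrees C before luminescent detection.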
WRN helicase inh: inhibitors of human WRN helicase; 360,000 compounds, 0.46% hits; Q14191; Potency, µM (series often up to 114 µM), inactives show at the highest dose activity change, negative = inhibition, actives largely listed as inhibitors; WRN helicase unwinding, fluorescent forked duplex, kinetic; further: potency means the concentration at half of the fitted maximal effect; on the % scale 0 is the no-effect control and ±100 the full control effect; nearly all actives have a fitted effect of over 55% in size
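Enzyme (20 nM final) and test compound sit together 15 min at room temperature before substrate addition. Substrate is a single-forked duplex oligonucleotide (100 nM) labelled with fluorophore and quencher, with 2 mM ATP; helicase unwinding raises red fluorescence, read kinetically.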
GLP1R inv ag: GLP-1 receptor (human) inverse agonism; P43220; HEK293 GLP-1R CRE-luciferase, luminescence, 24 h; GLP-1R form is constitutively active; Potency, µM (top dose mostly 38.3 µM), for the others: at the top dose activity change, negative = inhibition, usual class: inhibitors; 410,000 compounds, 1.6% hits; AID 624417; further: potency means the concentration at half of the fitted maximal effect; on the % scale 0 is the no-effect control and ±100 the full control effect; nearly all actives have a fitted effect of over 55% in size
Target sequence (P43220 whole entry, looked up): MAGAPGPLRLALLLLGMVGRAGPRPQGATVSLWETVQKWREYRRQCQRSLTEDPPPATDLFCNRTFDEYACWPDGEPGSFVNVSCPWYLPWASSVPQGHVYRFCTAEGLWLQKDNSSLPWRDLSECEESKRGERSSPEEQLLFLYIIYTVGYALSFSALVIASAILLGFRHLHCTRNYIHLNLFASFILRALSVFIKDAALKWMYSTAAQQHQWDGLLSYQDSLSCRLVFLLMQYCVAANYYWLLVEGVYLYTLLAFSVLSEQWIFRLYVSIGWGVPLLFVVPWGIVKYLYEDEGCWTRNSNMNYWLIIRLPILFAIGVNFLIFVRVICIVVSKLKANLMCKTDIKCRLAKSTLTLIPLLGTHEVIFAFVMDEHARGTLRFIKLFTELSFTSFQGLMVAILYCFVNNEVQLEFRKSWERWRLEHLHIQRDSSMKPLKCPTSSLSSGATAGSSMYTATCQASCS
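Luminescence readout: a drop in cAMP-driven luciferase signal flags inverse agonism at a constitutively active GLP-1R stably expressed in HEK293. Compound exposure lasted 24 hr at 37 deg C, 5% CO2.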
PLK1 PBD inh: blocks phosphopeptide binding to human PLK1 polo-box domain | Potency, µM, for inactives: max response, negative = inhibition, hits mostly inhibitors | AID 720504 | Plk1 PBD binding of FITC phosphopeptide, fluorescence polarization | 360,000 compounds, 2.8% hits | P53350; further: potency means the concentration at half of the fitted maximal effect; series mostly up to about 57 µM; on the % scale 0 is the no-effect control and ±100 the full control effect; nearly all actives have a fitted effect of over 65% in size
IL2 activator: IL-2 activation | IL-2 activation reporter assay, cell-based qHTS; stimulated with anti-CD3/CD4/CD28 beads; in transgenic mouse T cells | activation, % (series mostly up to about 46 µM) | 360,000 compounds, 0.065% hits; in the data active means activation above about 50%; inconclusive means mostly about 30% to 49%; further: 0% is about no effect
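First, unstimulated transgenic mouse T cells were exposed to compound for 60 min. Next, anti-CD3/anti-CD4-coated beads with anti-CD28 were added. Finally, after 18 h at 37 degrees C, EGFP and DsRed were imaged.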
GLP1R ag: agonists of human GLP-1 receptor. HEK293 GLP-1R CRE-luciferase, luminescence, 4-6 h; cells express a hypersensitive GLP-1R form. 380,000 compounds, 0.007% hits. Potency, µM (top dose mostly 45.6 µM), for inactives: at the highest dose activation, hits mostly activators. P43220; further: potency means the concentration at half of the fitted maximal effect; % of control where 0% means no effect
PI5P4K alpha inh: blocks human PI5P4K alpha kinase activity; P48426; PI5P4Kalpha enzyme, ADP-Glo luminescence, 60 min; hits give low values; max response, %; 330,000 compounds, 1.2% hits; active means max response of -50% or lower; inconclusive means between -30% and -50%; inactive means -30% or higher; further: value at the top dose of about 77 µM; on the % scale 0 is the no-effect control and ±100 the full control effect
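Quantitative HTS of the MLSMR library against PI5P4Kalpha with substrate. ATP added last at 5 microM final; room temperature, 60 minutes. Remaining ATP depleted, ADP converted and read as luminescence.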
GLP1R cytotox: cytotoxic in the GLP-1 receptor inverse agonist counter-screen; HEK293 cAMP-luciferase reporter cells, luminescence, 24 h; Potency, µM (top dose mostly 38.3 µM), inactives show top-dose activity change, negative = inhibition, usual class: inhibitors; 410,000 compounds, 0.13% hits;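 further: loss of luciferase light is scored as toxicity; potency means the concentration at half of the fitted maximal effect; on the % scale 0 is the no-effect control and ±100 the full control effect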
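Quantitative HTS format, 1536 wells, 200 cells/uL seeded. Compounds: 23 nL, 24 h, 37 °C. Detection: luciferase reagent, luminescence at 12 min RT; decreased signal taken as cytotoxic.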
D3 ag: activates the human D3 dopamine receptor; P35462; D3R DiscoveRx beta-arrestin cells, luminescence, 90 min; max activation, %; 410,000 compounds, 0.58% hits; AID 652048; in the data active means max activation above about 30%; further: 0% is about no effect; mostly tested at two doses, the higher about 12 µM
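Agonist-mode cell screen: cells plated at 1500/well and incubated overnight at 37 °C, then exposed to library compounds for 90 min at 37 °C. Detection reagent was added for 30–60 min at room temperature, and luminescence was read.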
Active calls of the source: *; ? = inconclusive; . = no result given; [ ] = dose if it differs, or a comment. Unless noted, the call rests on the fitted dose curve; in most records, active means well fitted curve in the direction sought with a large enough effect; inconclusive means small, poorly fitted or top-dose-only effect, or another doubt; inactive means no such curve, though single readings can be large; an effect the other way counts as inactive or inconclusive.

1	CN1C(=O)/C(=C/c2ccccc2OCc2ccc(F)cc2)N(C)C1=S
2	COc1cccc(C(=O)NCC(c2ccco2)N2CCOCC2)c1 (centres undefined)
3	COc1ccc(Cc2nc(-c3ccc(-n4cccc4)cc3)no2)cc1OC
4	CNC(=O)CN(Cc1ccccc1)S(=O)(=O)c1ccc(Cl)cc1
5	CC(=O)c1sc(N/N=C/c2ccc(C(C)C)cc2)nc1C
6	O=C(O)c1cc2cc(F)ccc2[nH]1
7	Cc1cccc(-n2c(O)c(C=NCc3ccccn3)c3ccccc3c2=O)c1
8	COc1nc(OC)nc(N2CCC(C(=O)NC3CC3)CC2)n1
9	C[C@H](NCc1c[nH]c2ccccc12)c1ccccc1
10	Cc1cccc(N2C(=O)CS(=O)(=O)C23C(=O)N(Cc2c(F)cccc2Cl)c2ccccc23)c1 (centres undefined)

entry no.	1	2	3	4	5	6	7	8	9	10
IL2 activator	-4.5	-1.5	-1.3	-0.3	-0.8	0.3	-0.6	0.6	1.0	.
PI5P4K alpha inh	11	7	2	-1	2	4	0	1	-3	.
D3 ag	-8	-22	12	-3	-2	12	-6	3	-13	-11
GLP1R inv ag	0%	8%	?	13%	-6%	21%	15%	14%	?	-9%
WRN helicase inh	-13%	5%	-4%	0%	-23%	3%	-2%	3%	1%	.
GLP1R cytotox	7%	-4%	1%	4%	2%	-1%	5%	1%	-1%	-2%
GLP1R ag	4%	8%	7%	-1%	19%	4%	-1%	-1%	1%	27%
PLK1 PBD inh	-2%	-7%	-2%	-7%	12%	0%	-11%	-3%	-6%	.
D3 antag	-3	-26	28	-24	1	11	-16	16	-11	.

11	CCc1cccc2c(C(=O)CSc3nnc(-c4ccncc4)n3C)c[nH]c12
12	CCO[C@@H]1OC(C(=O)N2CCN(Cc3ccccc3)CC2)=C[C@H](c2cn(C(C)=O)c3ccccc23)[C@H]1CCCO
13	COc1cc(N/C(=N/S(=O)(=O)c2ccccc2)c2ccccc2)ncn1
14	CC1CCc2c(C(=O)NCc3cccnc3)csc2C1 (centres undefined)
15	O=C(Nc1ccc(S(=O)(=O)Nc2ncccn2)cc1)C12CC3CC(CC(C3)C1)C2
16	Cc1onc(-c2ccccc2Cl)c1C(=O)NCc1ccccc1
17	CNc1cccc(-c2ccc(N3CCN(C)CC3)nc2)n1
18	Cc1ccc(S(=O)(=O)N(C)CC(=O)O/N=C(\N)c2ccc([N+](=O)[O-])cc2)cc1
19	Cc1cc(NS(=O)(=O)c2ccc(NC(=O)CCCOc3ccc(Cl)cc3)cc2)no1
20	COc1cc(Br)cc(/C=C/c2ccc3cccc(O)c3n2)c1O

entry no.	11	12	13	14	15	16	17	18	19	20
IL2 activator	-2.2	-0.3	-2.8	-0.1	-1.8	-1.8	0.9	-0.8	-1.1	5.5
PI5P4K alpha inh	-13	10	3	-1	-22	.	1	.	0	10
D3 ag	-2	-3	0	-1	2	2	-4	16	-4	-4
GLP1R inv ag	8%	-5%	22%	17%	6%	0%	-14%	2%	-20%	?
WRN helicase inh	8%	1%	1%	0%	-28%	-1%	-8%	-6%	-17%	-5%
GLP1R cytotox	7%	-3%	5%	1%	3%	7%	-2%	1%	4%	-27%
GLP1R ag	6%	0%	-2%	9%	-14%	-4%	-3%	-2%	16%	17%
PLK1 PBD inh	-7%	-1%	-6%	-11%	-8%	-10%	-8%	0%	-7%	1%
D3 antag	5	0	-15	-17	2	14	-28	24	-21	-13

21	CCCc1[nH]n(-c2nc3ccccc3s2)c(=O)c1C=NCCCOC
22	CC(C)NC(=O)CCCn1c(=S)[nH]c2cc3c(cc2c1=O)OCO3
23	CC1CC2=C(NC(=S)NC2c2ccccc2F)/C(=C/c2ccccc2F)C1 (centres undefined)
24	Cc1ccc(NC(=O)CN(c2ccccc2)S(=O)(=O)N(C)C)cc1
25	C[C@H](N)c1nnc(SCC(=O)N(C)C)o1
26	Cc1ccccc1CCNC(=O)C1CCCN(c2cnccn2)C1 (centres undefined)
27	C=CCn1c(SCc2ccccc2F)nc2cc(C(=O)O)ccc2c1=O
28	Cc1ccc(NC(=O)CCNS(=O)(=O)c2ccccc2F)cc1S(=O)(=O)N1CCOCC1
29	CCOC(=O)N1CCN(c2cc(NCCC(=O)O)c3c4c(onc24)-c2ccccc2C3=O)CC1
30	Cc1ccccc1-c1ccc(Nc2ccc(N3CCOCC3)cc2)nn1

entry no.	21	22	23	24	25	26	27	28	29	30
IL2 activator	-2.7	0.7	1.8	-3.4	-1.1	-1.0	-2.1	-0.8	7.8	0.7
PI5P4K alpha inh	0	-2	-4	-7	-1	0	-74*	1	?	.
D3 ag	0	1	-17	-7	0	3	-3	4	-7	-1
GLP1R inv ag	2%	1%	?	-7%	0%	1%	2%	5%	6%	0%
WRN helicase inh	3%	19%	-9%	10%	0%	2%	-7%	4%	-19%[57.1 µM]	-7%
GLP1R cytotox	?	-15%	?	12%	5%	-7%	0%	-1%	?	-17%
GLP1R ag	1%	-1%	13%	2%	-10%	17%	7%	-32%[inhibitor]	4%	-2%
PLK1 PBD inh	-6%	-5%	?	-12%	-7%	-5%	-8%	2%	22%	-6%
D3 antag	4	-18	-4	-9	-6	1	7	0	-77*	16

31	O=C(CCSCCC(=O)NCc1ccco1)NCc1ccco1
32	CN(C)CCNC(=O)c1csc(Nc2cccc3ccccc23)n1
33	CCCCC(CC)C(=O)NCCCN1CCN(CCCNC(=O)C(CC)CCCC)CC1 (centres undefined)
34	CCc1nnc(NC(=O)CCc2ccccc2OC)s1
35	Cc1nc2cc(-c3cccc(F)c3)nn2c(C)c1CCC(=O)N1CCN(c2ccc(F)cc2)CC1
36	CCOc1ccc(-n2cc(C(=O)Nc3cccc(OC)c3)c3cc(OC)c(OC)cc3c2=O)cc1
37	Cc1c(C(=O)NC(C)c2ccccc2)c(-c2ccccc2)nn1-c1ccccc1 (centres undefined)
38	CCOc1cc(C2C(C(=O)OCC(C)C)=C(C)N=C3SCCC(=O)N32)ccc1OC(C)=O (centres undefined)
39	CCN(CC(=O)Nc1ccc2c(c1)OCCO2)c1nc(-c2cccnc2)nc2ccccc12
40	CC(C)(C)c1ccc(-n2ncc3c2CCCC3NC(=O)CN2CCCCC2=O)cc1 (centres undefined)

entry no.	31	32	33	34	35	36	37	38	39	40
IL2 activator	0.0	-2.2	-0.1	2.1	.	-0.4	0.1	-3.2	-2.1	-3.0
PI5P4K alpha inh	?	7	1	1	.	.	-1	1	.	3
D3 ag	-3	2	-3	-5	3	3	-4	-1	0	-7
GLP1R inv ag	60%[activator]	?	3%	-25%	8%	1%	?	-3%	-6%	?
WRN helicase inh	13µM*	-12%	3%	1%	.	-10%	5%	-24%	-3%	-5%
GLP1R cytotox	-11%	-19%	-10%	-6%	3%	2%	?	1%	-17%	-15%
GLP1R ag	4%	23%	-2%	1%	-1%	2%	-13%	11%	9%	2%
PLK1 PBD inh	21µM*	-4%	-1%	-18%	.	0%	-9%	0%	-4%	-16%
D3 antag	?	12	?	-20	.	12	22	4	27	61

Shown with each value named: 3 of the compounds above.
35	Cc1nc2cc(-c3cccc(F)c3)nn2c(C)c1CCC(=O)N1CCN(c2ccc(F)cc2)CC1
  IL2 activator: .; PI5P4K alpha inh: .; D3 ag: 3; GLP1R inv ag: 8%; WRN helicase inh: .; GLP1R cytotox: 3%; GLP1R ag: -1%; PLK1 PBD inh: .; D3 antag: .

36	CCOc1ccc(-n2cc(C(=O)Nc3cccc(OC)c3)c3cc(OC)c(OC)cc3c2=O)cc1
  IL2 activator: -0.4; PI5P4K alpha inh: .; D3 ag: 3; GLP1R inv ag: 1%; WRN helicase inh: -10%; GLP1R cytotox: 2%; GLP1R ag: 2%; PLK1 PBD inh: 0%; D3 antag: 12

37	Cc1c(C(=O)NC(C)c2ccccc2)c(-c2ccccc2)nn1-c1ccccc1 (centres undefined)
  IL2 activator: 0.1; PI5P4K alpha inh: -1; D3 ag: -4; GLP1R inv ag: ?; WRN helicase inh: 5%; GLP1R cytotox: ?; GLP1R ag: -13%; PLK1 PBD inh: -9%; D3 antag: 22

Continued.
41	COc1ccccc1N1CCN(C(=O)c2ccc(-c3ccc(Cl)cc3)o2)CC1
42	O=CN1CCCN(C(=O)CC2C(=O)NCCN2Cc2cccc(Oc3ccccc3)c2)CC1 (centres undefined)
43	CCCCCCCC1(C)NC(=O)N(CC(=O)Nc2cc(C)on2)C1=O (centres undefined)
44	CCOC(=O)c1sc2nccc(OC)c2c1N=CN(C)C
45	O=C1CCN(S(=O)(=O)c2cccs2)c2ccc(C(F)(F)F)cc2N1
46	O=S(=O)(/C=C/c1ccccc1)Nc1ccc(N2CCOCC2)cc1
47	COc1ccccc1NC(=O)C(=O)NCCCN1CCCC1=O
48	CCOC(=O)c1sc(NC(=O)C2CC(=O)N(c3ccc4c(c3)OCCO4)C2)nc1C (centres undefined)

entry no.	41	42	43	44	45	46	47	48
IL2 activator	0.6	-0.6	1.0	1.0	3.1	-0.9	5.4	-0.4
PI5P4K alpha inh	23	1	12	3	4	-10	1	-1
D3 ag	-2	-19	6	0	4	6	8	1
GLP1R inv ag	?	-3%	-24%	9%[7.66 µM]	-4%[7.66 µM]	3%	25%	1%
WRN helicase inh	-11%	5%	2%	5%	8%	5%	-20%	-6%
GLP1R cytotox	?	0%	-4%	-5%[7.66 µM]	9%[7.66 µM]	-9%	4%	-16%
GLP1R ag	29%	-1%	5%	2%	0%	4%	21%	-8%
PLK1 PBD inh	-1%	-13%	-2%	-14%	-6%	-1%	-7%	0%
D3 antag	33	-9	15	-7	11	-2	5	15
